From PubChem BioAssay
IMPase inh: IMPase inhibition in cells | 120,000 tested, under 10 active | P97697 | CHO-M1 cells, IP1 accumulation, HTRF TR-FRET ratio | AID 901 | inhibition (IP1 accumulation), % at 46.1 µM; active = well fitted curve in the direction sought with a large enough effect in the signal ratio, not every such curve was filed as active; inconclusive = small, poorly fitted or top-dose-only effect, or a change in a side signal; inactive = no such curve, though single readings can be large or run the other way; the % refers to the signal ratio;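 note: cells stimulated with carbachol in lithium chloride buffer; plate controls were DMSO basal wells for no effect and reference inhibitor wells for full effect; higher means more IMPase inhibition seen as more IP1 and lower FRET ratio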
Target sequence (P97697 whole entry, looked up): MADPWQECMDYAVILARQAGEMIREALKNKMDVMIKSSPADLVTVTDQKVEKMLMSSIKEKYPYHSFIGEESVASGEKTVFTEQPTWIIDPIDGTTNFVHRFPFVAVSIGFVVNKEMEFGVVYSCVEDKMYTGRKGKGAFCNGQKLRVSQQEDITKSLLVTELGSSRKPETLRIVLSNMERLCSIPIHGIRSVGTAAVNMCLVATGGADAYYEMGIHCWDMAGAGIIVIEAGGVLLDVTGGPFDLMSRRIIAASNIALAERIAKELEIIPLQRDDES
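Cellular IMPase inhibition is scored as a rise in cytosolic IP1, detected by competitive TR-FRET between d2-labelled IP1 and a europium anti-IP1 antibody. M1-expressing CHO cells were stimulated with carbachol for 30 min at 37C, with lithium (50 mM LiCl) present in the buffer.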
15-hLO-2 inh: 15-hLO-2 (ALOX15B) enzyme inhibition; O15296; purified 15hLO-2, xylenol orange hydroperoxide absorbance; Potency, µM (doses to about 57.1 µM), for inactives: at the highest dose activity change, negative = inhibition, usual class: inhibitors; hit rate 0.56% among 110,000; AID 881; note: potency is the fitted concentration of half-maximal effect; nearly all actives have a fitted effect of over 60% in size; many of its hits are not listed in these tables
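Purified human 15hLO-2 (50 nM final) preincubated with compounds 15 min at room temperature in 25 mM Hepes pH 7.5, 0.01% Triton X-100, then 45 uM arachidonic acid added for 90 min; hydroperoxide detected via ferrous/xylenol orange, 573/405 nm absorbance ratio.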
PNC inhibitor: perinucleolar compartment assembly inhibition | PC3M PTB-GFP, PNC prevalence imaging, 16 h; stronger effect = lower value | activity change (PNC), negative = inhibition, % at 10 µM | hit rate 3.1% among 140,000;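 active = readout at or below -70, meaning at least 70% loss of cells showing the perinucleolar compartment, a nuclear body marking cancer cells; inconclusive = readout between -30 and a set limit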;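 note: plate controls were DMSO wells for no effect and camptothecin positive control wells for full effect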
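Read-out is percentage of cells bearing a perinucleolar compartment, from automated 20x imaging of fixed, Hoechst-stained PC3M PTB-GFP cells. Cells were seeded 4 h, then exposed 16 h to compound (23 nl of library stock) in duplicate plates.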
12-hLO inh: 12-hLO (ALOX12) enzyme inhibition; purified 12-hLO, xylenol orange hydroperoxide absorbance; Potency, µM (doses to about 57.1 µM), for the others: top-dose activity change, negative = inhibition, hits mostly inhibitors; hit rate 0.12% among 150,000; note: potency is the fitted concentration of half-maximal effect; nearly all actives have a fitted effect of over 55% in size; many of its hits are not listed in these tables
Target sequence (P18054 whole entry, looked up): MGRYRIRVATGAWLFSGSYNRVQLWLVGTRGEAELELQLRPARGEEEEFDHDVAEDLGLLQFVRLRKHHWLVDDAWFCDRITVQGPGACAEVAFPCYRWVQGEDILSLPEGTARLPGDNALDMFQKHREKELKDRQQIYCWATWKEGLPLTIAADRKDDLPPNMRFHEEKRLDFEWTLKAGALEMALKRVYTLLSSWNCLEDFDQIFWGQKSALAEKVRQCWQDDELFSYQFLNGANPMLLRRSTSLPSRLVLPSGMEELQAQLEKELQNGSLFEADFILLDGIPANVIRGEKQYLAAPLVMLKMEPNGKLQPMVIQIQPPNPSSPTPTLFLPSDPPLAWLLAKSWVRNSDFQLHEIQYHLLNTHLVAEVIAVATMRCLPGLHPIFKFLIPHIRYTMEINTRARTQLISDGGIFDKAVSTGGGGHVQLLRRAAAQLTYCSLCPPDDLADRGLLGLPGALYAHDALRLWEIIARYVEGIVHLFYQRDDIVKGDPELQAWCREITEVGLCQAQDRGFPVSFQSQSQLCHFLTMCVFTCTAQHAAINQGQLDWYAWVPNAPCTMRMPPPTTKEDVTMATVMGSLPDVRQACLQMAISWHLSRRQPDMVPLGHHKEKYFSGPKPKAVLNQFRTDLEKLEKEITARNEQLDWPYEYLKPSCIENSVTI
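150 nM 12hLO, 25 mM Hepes pH 7.0 + 0.01% Triton X-100; cpd preinc 15 min RT; 40 uM arachidonic acid, 30 min RT; Fe-XO 30 min; A573/A405 ratio as read-out.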
* hit, by the source's call; ? = inconclusive; . = no result given; [ ] = dose if it differs, or a comment. Unless noted, calls come from the whole dose curve; as a rule, active = well fitted curve in the direction sought with a large enough effect; inconclusive = small, poorly fitted or top-dose-only effect, or another doubt; inactive = no such curve, though single readings can be large; an effect the other way counts as inactive or inconclusive. Unless noted, % is set by controls: 0 for no effect and ±100 for the full control effect.

cpd | smiles | 12-hLO inh | IMPase inh | PNC inhibitor | 15-hLO-2 inh
1 | Cc1ccccc1C(=O)NC(=S)Nc1ccc(S(=O)(=O)N2CCN(C)CC2)cc1 | 0% | 6 | 41 | -5%
2 | COCCCn1c(SCC(N)=O)nnc1-c1ccccc1 | 1% | 5 | -24 | 7%
3 | COc1ccc(C(=O)NCC(C)C)c(OC)c1 | 0% | 4 | 116 | .
4 | COc1ccccc1/C=C1\SC(=S)N(CCC(=O)NC2=NCCS2)C1=O | -4% | . | 9 | .
5 | CCCC(=O)N=C1SC2CS(=O)(=O)CC2N1c1ccc(-c2nc3ccc(C)cc3s2)cc1 (stereo not drawn) | 0% | -7 | ? | .
6 | Cc1cc(C)nc(SCC(=O)Nc2ccc(S(=O)(=O)Nc3nccs3)cc2)n1 | 3% | 2 | -28 | 0%
7 | CC(=O)c1cccc(NC(=O)c2onc(C)c2Cl)c1 | 6% | 1 | ? | 0%
8 | COc1ccc(NC(=O)CC2SC(=Nc3ccccc3)NC2=O)cc1 (stereo not drawn) | 1% | -2 | 2 | -8%
9 | O=c1c2c3n(c(=O)nc2[nH]n1-c1ccccc1)CCCCC3 | 2% | 11 | 1 | 1%
10 | Cc1ccc(NC(=S)N/C(=N/S(=O)(=O)c2ccccc2)c2ccccc2)cc1 | ? | 3 | 19 | ?
11 | Cc1nn(C)cc1C(=O)NNC(=S)Nc1ccccc1 | 9% | -3 | 9 | 1%
12 | COc1ccccc1C(=O)N1CCCC1(C#N)c1ccccc1 (stereo not drawn) | 8% | 5 | 16 | -7%
13 | COc1ccc(S(N)(=O)=O)cc1C(=O)NCCCN1CCN(c2ccccc2OC)CC1 | 3% | . | 59 | .
14 | CC(Sc1nnc(-c2ccccc2)c(-c2ccccc2)n1)C(=O)N1CCc2ccccc21 (stereo not drawn) | -2% | 22 | ? | .
15 | Cc1cc(OCc2ccc(F)cc2)nc(-c2ccccc2O)n1 | -2% | -5 | 14 | -13%
16 | CC(CC(=O)NC1CCSC1=O)c1ccccc1 (stereo not drawn) | 1% | -11 | ? | 2%
17 | COC(=O)c1c(-c2ccc(Br)cc2)csc1NC(=O)Cc1ccc(OC)c(OC)c1 | -1% | 7 | ? | -14%
18 | Nc1sc2c(c1C(=O)NC1CCS(=O)(=O)C1)CCC2 (stereo not drawn) | -16% | 0 | 7 | -21%
19 | COc1cccc(NC(=O)CSc2ccc3nnc(-c4ccncc4)n3n2)c1 | 1% | 2 | 9 | 4%
20 | COc1cccc(N(C(=O)c2ccco2)C(C(=O)NC2CCCC2)c2ccc(N(C)C)cc2)c1 (stereo not drawn) | 1% | 5 | ? | -2%
21 | COc1cccc(-c2nnc(NC(=O)c3ccc(S(=O)(=O)N(CC(C)C)CC(C)C)cc3)o2)c1 | 5% | 4 | ? | 50%[activator]
22 | COc1ccc(NC(=O)CC(Cc2ccccc2)C(=O)O)cc1 (stereo not drawn) | -2% | -10 | ? | -1%
23 | CCOc1cc(C2C3=C(CCCC3=O)N(CCC(=O)O)C3=C2C(=O)CCC3)ccc1OS(=O)(=O)c1ccc(C)cc1 | -4% | . | 2 | .
24 | CCn1c2ccccc2c2cc(NC(=O)CC(C)=O)ccc21 | 2% | . | 15 | .
25 | Cc1ccc(C2CC(C(F)F)n3ncc(C(=O)Nc4cnn(Cc5ccccc5C)c4)c3N2)cc1 (stereo not drawn) | -21% | 1 | -25 | 27%
26 | CNC(=O)N(C1=NCC(C)S1)c1ccc(F)cc1F (stereo not drawn) | -11% | 7 | 24 | 1%
27 | NC(=O)c1ccc[n+](Cc2cccc3ccccc23)c1 | 0% | . | -20 | .
28 | O=C(Nc1cccn(Cc2c(Cl)cccc2Cl)c1=O)c1ccc(Cl)cc1Cl | -16% | -2 | ? | -2%
29 | C=CCNC(=O)C1CC(=O)N(c2ccc(OCC(=O)Nc3ccc(Cl)c(C(F)(F)F)c3)cc2)C1 (stereo not drawn) | -1% | 0 | -6 | -5%
30 | CC1=C(C(=O)OCc2ccc3c(c2)OCO3)C(c2ccccc2OCc2ccccc2)NC(=O)N1 (stereo not drawn) | -12% | 7 | 19 | 7%
31 | COc1ccc(N(CC(=O)Nc2ccc(S(=O)(=O)N3CCCC3)cc2)S(C)(=O)=O)cc1OC | 0% | 1 | -8 | .
32 | Cc1ccc(OCCNC(=O)Cn2cnc3c(=O)n(C)c(=O)n(C)c32)cc1C | 5% | -22 | 20 | .
33 | O=C(CN(C(=O)C1COc2ccccc2O1)c1ccccc1)NCC1CCCO1 (stereo not drawn) | -3% | 1 | -1 | -4%
34 | Cc1ccc(Cl)cc1Nc1nc(-c2sc(NC(=O)C(C)(C)C)nc2C)cs1 | -25% | 4 | 3 | 0%
35 | O=S(=O)(O)[C@@H](CO)c1ccccc1 (tested in a mixture with another compound) | 4%[11.4 µM] | . | . | 7%[11.4 µM]
36 | O=C(COC(=O)c1cccc(S(=O)(=O)N2CCOCC2)c1)Nc1ccc2c(c1)OCO2 | -6% | -5 | -100* | 1%
37 | COc1ccc(Nc2nc(-c3cccs3)cs2)cc1 | -4% | -13 | -7 | -23%
38 | O=C(CC1C(=O)NCCN1C(=O)Nc1ccccc1)Nc1cccc(C(F)(F)F)c1 (stereo not drawn) | -7% | 2 | 21 | 4%
39 | O=c1cc(O)c2c(=O)n(-c3ccccc3)c3c(c2o1)CCCCCC3 | -5% | . | -88* | .
40 | Cc1ccc(NC(=O)CC(O)(C(F)(F)F)C(F)(F)F)c(Br)c1 | -11% | -3 | ? | -24%
41 | CCc1nc(SCC(=O)NNC(=O)C2CCCCC2)c2ccccc2n1 | 10% | -3 | -3 | -7%
42 | COC(=O)[C@@]1(Cc2ccc(OC)cc2)[C@H]2c3cc(C(=O)N(C)C)n(Cc4ccc(C)o4)c3C[C@H]2CN1C(=O)c1ccccc1 | -19% | . | . | ?
43 | COC(=O)CSC1=C(C#N)C(c2ccc(C)cc2)C2=C(CCCC2=O)N1 (stereo not drawn) | -5% | 0 | -5 | -17%
44 | O=C(/C=C/Nc1ccc(S(=O)(=O)Nc2ncccn2)cc1)c1ccc(Cl)c(Cl)c1 | -2% | -8 | ? | .
45 | COc1cc(C)c(C)cc1S(=O)(=O)N1CCCCC1c1cccnc1 (stereo not drawn) | -10% | -1 | 46 | 4%
46 | COc1ccc(CC(=O)Nc2cccc(SC)c2)cc1 | -3% | . | -18 | .
47 | COc1cc2nc(CN(CCC(C)C)Cc3nc4cc(OC)c(OC)cc4c(=O)[nH]3)[nH]c(=O)c2cc1OC | 1% | 4 | 85 | 20%
48 | O=C(Nc1cccc(O)c1)c1ccccc1 | 4% | -5 | -24 | 3%
49 | Cc1ccnc(NC(=O)CCC(=O)N(CC(=O)NC2CCCCC2)c2ccc3c(c2)OCO3)c1 | 7% | -8 | ? | -7%
50 | Cc1ccc([N+](=O)[O-])cc1NC1OC(CO)C(O)C1O (stereo not drawn) | -1% | 0 | 29 | -3%
51 | O=C(Cc1ccc([N+](=O)[O-])cc1)Nc1ccc(O)cc1C(=O)O | -2% | 7 | 12 | .
52 | CCN(CC)C(=O)/C(=C/c1ccc(F)cc1)NC(C)=O | 2% | . | -21 | .
53 | CCOC(=O)C1=C(c2ccccc2)c2cc(OC)ccc2OC1C(=O)OCC (stereo not drawn) | -4%[0.00818 µM] | . | . | -8%[0.0915 µM]
54 | CC1=CN2C(=N)/C(=C/c3ccc(Sc4ccc(Cl)cc4)o3)C(=O)N=C2S1 | 1% | 11 | -17 | .
55 | COc1cc(/C=N/NC(=O)C[n+]2ccccc2)cc(OC)c1OC | 1% | . | -28 | .
56 | CC1(C)CSC(=NCCc2ccccc2)N1C(=O)c1ccc(C#N)cc1 | -1% | . | 14 | .

More structures:
cpd | smiles | 12-hLO inh | IMPase inh | PNC inhibitor | 15-hLO-2 inh
57 | Cc1ccc(C2CC(=O)Oc3cc(O)ccc32)cc1 (stereo not drawn) | -5%[0.00818 µM] | . | 47 | -10%[0.0915 µM]
58 | O=C(CSC1=Nc2ccccc2C2=NC(CC(=O)NCc3ccco3)C(=O)N12)NCc1ccco1 (stereo not drawn) | -7% | -5 | 37 | 4%
59 | CCOC(=O)N1CCC(NC(=O)C2CCCN(S(C)(=O)=O)C2)CC1 (stereo not drawn) | -7% | 7 | 19 | 3%
60 | COc1ccccc1C1C=C(c2ccccc2)Nc2nnnn21 (stereo not drawn) | -4% | ? | ? | .
61 | CCOC(=O)c1cc(C#N)c(SCC(=O)c2cc(C#N)c(SC)nc2C)[nH]c1=O | -17% | -8 | 25 | -17%
62 | O=C1c2ccccc2C(=O)N1CCc1ccccn1 | -1% | -8 | 13 | 2%
63 | COC(=O)C(C(=O)OC)C(C[N+](=O)[O-])c1ccc(OC)c(OC)c1 (stereo not drawn) | 10% | -4 | 53 | -6%
64 | COc1ccc2[nH]cc(C3N4CC5(C)CN3CC(C)(C4)C5=O)c2c1 (stereo not drawn) | -5% | 11 | 22 | 2%
65 | O=[N+]([O-])c1cc(-c2cnc3ccccc3n2)ccc1Oc1ccc(Cl)cc1 | 1% | 3 | -19 | .
66 | COC(=O)c1c(NC(=O)CN2CCOCC2)sc2c1CCC(C)C2 (stereo not drawn) | -29% | 10 | ? | 16%
67 | CCN1CCN(c2cc(C)c3cc(NC(=O)c4ccc(Br)o4)ccc3n2)CC1 | 0% | 4 | ? | 44%[activator]
68 | COc1cccc(-n2nnnc2SCC(=O)Nc2cccc(NC(C)=O)c2)c1 | -2% | 9 | -14 | 3%
69 | O=Cc1cn(CC(=O)N2CCCCC2)c2ccccc12 | 0% | . | -17 | .
70 | O=C(NCCOc1ccccc1)c1ncn[nH]1 | -1% | -4 | 29 | 8%
71 | Cc1ccccc1OCCSc1nc(N(C)C)nc(N(C)C)n1 | -2% | . | ? | .
72 | CCOC(=O)C1CCCN(C(=O)CCc2ccccc2)C1 (stereo not drawn) | 5% | 6 | 5 | 4%
73 | O=C(CSc1nnc(-c2ccco2)n1-c1ccccc1)NCc1ccc2c(c1)OCO2 | -4% | 6 | -16 | -2%
74 | CCOC(=O)c1sc(NC(=O)CN2C(=O)c3cccc4cccc(c34)C2=O)nc1C | -3% | ? | 50 | -2%
75 | COc1ccccc1/C=C/C=N/n1c(COc2ccccc2)n[nH]c1=S | -10% | 4 | 10 | ?
76 | CC(C)C(=O)Nc1ccc(C(=O)NNC(=O)C(c2ccccc2)c2ccccc2)cc1 | -4% | 5 | ? | -15%
77 | O=C(O)CSCc1c(F)cccc1Cl | 0% | 9 | -14 | .
78 | COc1ccc(CCN2CCCn3c2nc2c3c(=O)n(Cc3ccccc3F)c(=O)n2C)cc1OC | -4% | 13 | 12 | -1%
79 | CCc1cc2c(-n3nc(C)cc3C)ncnc2s1 | 1% | 8 | ? | .
80 | Cc1cccnc1NC(=O)CSc1nnc(COc2ccc(C(C)C)cc2)n1C | -1% | . | 80 | .
81 | O=C(NC(=S)Nc1cccc(NC(=O)c2ccccc2Cl)c1)c1cccs1 | 3% | . | 41 | .
82 | CCc1ccc2c(c1)C(c1ccc([N+](=O)[O-])cc1)=NNC(c1ccc(F)cc1)=N2 | 3% | 5[1.84 µM] | ? | 5%[11.4 µM]
83 | CCn1c(N)c(C(=O)NCc2cccnc2)sc1=S | 4% | -3 | 36 | .

Some of the compounds tested. The share of hits here may be higher or lower than overall.
